From PubChem BioAssay
PAX8 inh HTS: inhibitors of PAX8 transcriptional activity in RMG-I cells; RMG-I TPO-luciferase reporter, SteadyGlo, 24 h; 360,000 tested, 1.2% active; inhibition, % at 12.6 µM; AID 652154;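 active = mean replicate inhibition at least 60% with every replicate also reaching 60%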;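 note: luciferase light reporting Pax8 driven TPO promoter activity; plate controls were median of neutral control wells for no effect and mitoxantrone controls for full effect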
F508del corr: CFTR F508del correction in bronchial cells; CFBE cells, YFP halide quenching; stimulated with forskolin plus potentiator P3; % fluorescence drop versus neutral controls; activity (quench increase), % at 7.58 µM; 350,000 tested, 0.36% active; AID 720511;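 active = mean added fluorescence quench of at least 8% versus neutral control, with both replicates also reaching 8%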;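 note: cells transiently co-express mutant CFTR-F508del with the halide-sensitive YFP; corrector assay measuring rescue of mutant channel to the surface after 24 h compound exposure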
FN deposition inh: fibronectin deposition inhibition; AH1F fibroblasts, Alexa488-fibronectin deposition fluorescence, overnight; inhibition, % at 12.6 µM; 350,000 tested, 0.086% active; AID 743247;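 active = mean inhibition across replicates of 30% or more, regardless of how many single replicates reach that level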;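 note: positive control wells lacked labelled fibronectin entirely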
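Assay system: AH1F fibroblasts assembling fluorescent fibronectin matrix; Amount: 10000 AH1F cells per well; Buffer or medium: DMEM, 2% serum; Probe or stimulus: Alexa488-fibronectin, 24 nM final in well; Doses: single compound dose, delivered by pin transfer; Incubation: 1 h adhesion, overnight exposure; Measured by: fluorescence 485/525 nm; Read-out: fibronectin deposition inhibition.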
GSIS activator: primary screen for activators of insulin secretion dependent on glucose, INS-1E cells, GLuc reporter luminescence; INS-1E GLuc reporter insulin secretion, 2-3 h; 370,000 tested, 0.61% active; activation, % at 16.6 µM;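 active = lowest replicate activation of at least 40%, so every replicate reaches that level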;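 note: 0% = median of neutral control wells and 100% = median of IBMX positive control wells; some compounds called inactive have numbers as strong as hits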
Starred values were filed as active, the others as inactive; · = no result given. Only part of the results is shown; rates above refer to the full screens.

#1 Cc1ccccc1NC(=O)CN1CCC(NC(=O)Nc2ccccc2)CC1
#2 O=C(CSc1ccc(Br)cc1)Nc1ccccc1Oc1ccccc1
#3 CC1(C)c2ssc(=S)c2-c2ccccc2N1C(=O)CSC1=NCCS1
#4 COc1ccc(NS(=O)(=O)c2cc(N/C(=N\S(=O)(=O)c3ccccc3)c3ccc(F)cc3)ccc2Cl)cc1
#5 Cc1ccc(N)c2c1OCCC2=O
#6 O=C(Oc1ccccc1N1C(=O)C2CC=CCC2C1=O)c1ccc(Br)cc1 (configuration not stated)
#7 Cc1nc2ccccn2c1C(=O)N/N=C/c1ccc(CNC(=O)C(=O)Nc2ccccc2)o1
#8 Cc1ccc(C(C(=O)Nc2ccc3c(c2)OCO3)N(C)C(=O)Cc2c[nH]c3ccccc23)cc1 (configuration not stated)
#9 O=C1CN(c2nc(-c3ccccc3)c3ccccc3n2)c2ccccc2N1
#10 COc1ccc(CC2(C)OC(c3ccc(Cl)cc3)=NN2C(C)=O)cc1 (configuration not stated)
assay / entry,1,2,3,4,5,6,7,8,9,10
PAX8 inh HTS,14,-27,-10,35,-8,-11,18,-7,8,18
FN deposition inh,2,·,·,·,·,·,·,·,·,·
GSIS activator,·,5,-8,-5,9,-13,2,-28,-26,8
F508del corr,·,·,·,·,·,·,·,·,·,·

#11 CCC[N+](CC#Cc1ccccc1)(CCC)CC(=O)OC
#12 CCN(CC(O)CON=C1c2ccccc2-c2ccccc21)S(=O)(=O)c1ccc(Cl)cc1 (configuration not stated)
#13 Cc1nc(-c2ccc(Br)cc2)ccc1C(=O)O
#14 CCN(CC)C(=O)/C(=C\c1ccc2c(c1)OCO2)NC(=O)c1ccc(Br)cc1
#15 N#CCSc1nnc(-c2sc3ccccc3c2Cl)o1
#16 COc1cccc(OCC(=O)NNC(=O)c2cnccn2)c1
#17 Cn1c(CS/C(N)=N/N=C/c2ccccc2)c(Br)c(=O)n1-c1ccccc1
#18 CC(=O)c1c(Nc2ccccc2)sc(C(=O)c2ccccc2)c1C
#19 CC1=C(C(=O)N2CCOCC2)C(c2ccc(O)cc2)NC(=S)N1 (configuration not stated)
#20 Cc1nn(C(=O)CNS(=O)(=O)c2ccccc2)c(C)c1Sc1ccc(Cl)cc1
assay / entry,11,12,13,14,15,16,17,18,19,20
PAX8 inh HTS,6,35,5,11,-14,13,6,5,-5,-3
FN deposition inh,·,·,·,·,·,·,·,·,·,·
GSIS activator,9,3,3,-15,8,9,-2,-29,-8,-12
F508del corr,·,·,·,·,·,·,·,·,·,·

#21 CCOc1ccc(NC(=S)Nc2ccc3nsnc3c2)cc1
#22 Cc1ccc(CSc2ccc(-c3cccs3)nn2)cc1
#23 Cc1ccc(NC(=O)CN(C)C(=O)Cn2cc(C(F)(F)F)cc(Cl)c2=O)cc1
#24 COc1ccc(S(=O)(=O)N2CCCCCC2)cc1N(C)S(=O)(=O)c1ccccc1
#25 COc1ccc(C(=O)Nc2ccc(Cl)cc2C(=O)N2CCCC(C)C2)cc1OC (configuration not stated)
#26 CCCNC(=O)CN(Cc1ccco1)S(=O)(=O)c1ccc(OCC)cc1
#27 CC(C)c1onc(C(=O)NCc2ccccc2)c1[N+](=O)[O-]
#28 CCOC(=O)c1cnc2ccc(OCC)cc2c1NCc1ccccc1OC
#29 O=C(Nc1ccc(Cl)c(Cl)c1)Nc1nnc(-c2ccncc2)s1
#30 O=C(/C=C/c1ccccc1)N/C(=C/c1ccccc1)C(=O)N1CCOCC1
assay / entry,21,22,23,24,25,26,27,28,29,30
PAX8 inh HTS,7,-165,-1,3,-10,1,5,10,20,-5
FN deposition inh,·,·,·,·,·,·,·,·,·,·
GSIS activator,-22,45,-13,-5,4,-2,-2,-16,-28,3
F508del corr,·,·,·,·,·,·,·,·,·,·

#31 O=C(CN1C(=O)S/C(=C\c2ccc(Cl)cc2)C1=O)NNC(=O)c1ccccc1O
#32 CC(C)Sc1cc(N2CCOCC2)nc(-c2ccccc2)n1
#33 CCCCN(CCCC)C(=S)NC(=O)C(C)(C)C
#34 Cc1cc(C)nc(SCc2cc(=O)c(OC(=O)c3cc([N+](=O)[O-])ccc3Cl)co2)n1
#35 O=C(NCc1cccnc1)C(=O)NCC(c1ccco1)N1CCN(c2ccccc2F)CC1 (configuration not stated)
#36 COc1ccc(C(=O)CC(=O)C(=O)NCCc2cccc(C)c2)cc1
#37 CC(=O)Nc1ccc(N=Nc2ccccc2)cc1
#38 Cc1onc(-c2ccccc2)c1C(=O)NC(=S)NNC(=O)c1ccc(O)cc1
#39 O=C(N/N=C/c1cc(Br)c(O)c(Br)c1)c1cccc(C(F)(F)F)c1
#40 Cc1nn(C)c(C(=O)NC2C3CC4CC(C3)CC2C4)c1Cl (configuration not stated)
assay / entry,31,32,33,34,35,36,37,38,39,40
PAX8 inh HTS,1,-6,0,14,3,-13,-175,43,5,10
FN deposition inh,·,·,·,·,·,·,·,·,·,·
GSIS activator,-16,11,23,27,0,-27,0,0,-5,-1
F508del corr,·,·,·,·,·,·,·,·,·,·

#41 Cc1ccsc1/C=N/n1c(=S)[nH]nc(C)c1=O
#42 CCS(=O)(=O)NCC[C@H]1CC[C@H](NC(=O)C2CCCCC2)[C@@H](CO)O1
#43 COc1ccc(S(=O)(=O)N(C)C[C@@H]2Oc3c(NS(=O)(=O)c4ccc(C)cc4)cccc3C(=O)N([C@@H](C)CO)C[C@H]2C)cc1
#44 CCS(=O)(=O)NCC[C@H]1CC[C@@H](NC(=O)C2CCCCC2)[C@H](CO)O1
#45 COC(=O)c1cc2occc2n1Cc1ccc(Cl)cc1
#46 CCOC(=O)N1CCN(C(=O)C2CCN(S(=O)(=O)N3CCCC3)CC2)CC1
#47 CC[C@@H]1C/C=C\C[C@H](c2ccc(OC)cc2OC)NC(=O)[C@@H](C)CC(=O)N1
#48 Cc1ccc(C2CC(=O)Nc3cc4c(cc32)OCO4)o1 (configuration not stated)
#49 COc1cc(S(=O)(=O)N2CCC(O)(c3cccc(C(F)(F)F)c3)CC2)ccc1-n1cnnn1
#50 CCOC(=O)c1c(C)[nH]c(C(=O)CN2CCOCC2)c1C
assay / entry,41,42,43,44,45,46,47,48,49,50
PAX8 inh HTS,-18,·,·,·,·,·,·,·,·,·
FN deposition inh,·,·,·,·,5,-1,1,-13,-9,-6
GSIS activator,2,3,-18,4,-27,11,16,24,-26,1
F508del corr,·,-0.7,-1.1,-5.3,·,·,·,·,·,·

#51 C[C@@H]1CN([C@H](C)CO)C(=O)c2c(c3ccccc3n2C)-c2ccccc2CO[C@H]1CN(C)Cc1cccnc1
#52 C[C@@H]1CN([C@H](C)CO)C(=O)c2cc(NS(=O)(=O)c3ccccc3)ccc2O[C@H]1CN(C)S(=O)(=O)c1cn(C)cn1
#53 CCOC(=O)c1cnn(CCOC(=O)c2cccs2)c1NC(=O)c1cccs1
#54 COc1ccc(OC)c(-c2cc(C(=O)N3CCCc4ccccc43)no2)c1
#55 CC(=O)N(C)C[C@H]1Oc2ccc(N(C)C)cc2CC(=O)N(C)C[C@@H]1C
#56 Cc1ccc(F)cc1NC(=O)c1ccc(NS(=O)(=O)c2ccc(Br)s2)cc1
#57 Cc1cc(C)cc(-c2nnc(SCC(=O)N3CCN(C(=O)c4ccco4)CC3)o2)c1
#58 O=C(O)CCNS(=O)(=O)c1ccc(Oc2ccccc2)cc1
#59 COc1ccc(C2C(C(=O)c3ccco3)=C(O)C(=O)N2CCOCCO)cc1OC (configuration not stated)
#60 COc1ccc2c3c(n(C)c2c1)[C@H](CO)N(C(=O)CC1CC1)CC31CN(Cc2ccncc2)C1
assay / entry,51,52,53,54,55,56,57,58,59,60
PAX8 inh HTS,·,·,·,·,·,·,·,·,·,·
FN deposition inh,13,0,4,9,-6,1,4,-10,7,-3
GSIS activator,-10,15,20,-31,18,-13,7,5,2,27
F508del corr,·,·,·,·,·,·,·,·,·,·
